# ALOX12 inhib = inhibitors of human 12-lipoxygenase (ALOX12); P18054; purified 12-hLO, xylenol orange hydroperoxide absorbance; Potency, µM (doses to about 57.1 µM), for the others: at the top dose activity change, negative = inhibition, actives largely listed as inhibitors; hit rate 0.12% among 150,000; also: potency is read from the fitted curve at half-maximal effect; nearly all actives have a fitted effect of over 55% in size; many of its hits are not listed in these tables
#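 Hydroperoxide output read as Fe(III)-xylenol orange absorbance, 573-to-405 nm ratio, after 30 min reaction with 40 uM arachidonic acid. Enzyme: 150 nM purified human 12hLO, 15 min compound preincubation; 25 mM Hepes pH 7.0, room temperature.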
# ALOX15B inhib = 15-hLO-2 (ALOX15B) enzyme inhibition; O15296; purified 15hLO-2, xylenol orange hydroperoxide absorbance; Potency, µM (doses to about 57.1 µM), for the others: top-dose activity change, negative = inhibition, actives largely listed as inhibitors; hit rate 0.56% among 110,000; also: potency is read from the fitted curve at half-maximal effect; nearly all actives have a fitted effect of over 60% in size; many of its hits are not listed in these tables
# Target sequence (O15296 whole entry, looked up): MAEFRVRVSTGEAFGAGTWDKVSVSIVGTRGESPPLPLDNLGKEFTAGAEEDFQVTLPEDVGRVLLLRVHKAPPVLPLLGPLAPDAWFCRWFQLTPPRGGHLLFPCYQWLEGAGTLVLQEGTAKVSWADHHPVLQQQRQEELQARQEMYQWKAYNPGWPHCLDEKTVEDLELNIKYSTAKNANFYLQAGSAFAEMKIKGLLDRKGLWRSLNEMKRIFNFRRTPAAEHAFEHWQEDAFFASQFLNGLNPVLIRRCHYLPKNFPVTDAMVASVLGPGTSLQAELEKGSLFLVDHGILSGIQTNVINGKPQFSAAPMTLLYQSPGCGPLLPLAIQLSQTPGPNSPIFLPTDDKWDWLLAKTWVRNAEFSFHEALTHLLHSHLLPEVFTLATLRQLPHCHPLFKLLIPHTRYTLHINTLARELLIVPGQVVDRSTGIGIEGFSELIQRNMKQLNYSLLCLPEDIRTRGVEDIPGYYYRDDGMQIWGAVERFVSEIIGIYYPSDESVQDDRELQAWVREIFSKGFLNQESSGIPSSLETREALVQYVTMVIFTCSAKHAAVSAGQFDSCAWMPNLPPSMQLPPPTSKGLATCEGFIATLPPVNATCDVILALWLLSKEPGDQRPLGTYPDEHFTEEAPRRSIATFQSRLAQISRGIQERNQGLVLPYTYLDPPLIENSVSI
#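 Screening format was qHTS against 50 nM purified 15hLO-2 in Hepes pH 7.5 with detergent. Activity follows hydroperoxide formation from 45 uM arachidonic acid, measured as 573:405 nm absorbance ratio of the ferric-xylenol orange complex.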
# PNC assembly inh = perinucleolar compartment assembly inhibition; PC3M PTB-GFP, PNC prevalence imaging, 16 h; hits give low values; hit rate 3.1% among 140,000; activity change (PNC), negative = inhibition, % at 10 µM;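 active = readout at or below -70, meaning at least 70% loss of cells showing the perinucleolar compartment, a nuclear body marking cancer cells; inconclusive = readout between -30 and a set limit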;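 also: plate controls were DMSO wells for no effect and camptothecin positive control wells for full effect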
#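 Compounds are pinned in duplicate onto adhered PC3M cells stably expressing GFP-tagged PTB and incubated 16 h at 37 C. Cells are then fixed, nuclei stained with Hoechst, and PNC-positive cells counted.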
# IMPase inh = IMPase inhibition in cells; CHO-M1 cells, IP1 accumulation, HTRF TR-FRET ratio; inhibition (IP1 accumulation), % at 46.1 µM; 120,000 tested, under 10 active; P97697; active = well fitted curve in the direction sought with a large enough effect in the signal ratio, not every such curve was filed as active; inconclusive = small, poorly fitted or top-dose-only effect, or a change in a side signal; inactive = no such curve, though single readings can be large or run the other way; the % refers to the signal ratio;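 also: cells stimulated with carbachol in lithium chloride buffer; plate controls were DMSO basal wells for no effect and reference inhibitor wells for full effect; higher means more IMPase inhibition seen as more IP1 and lower FRET ratio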
# Target sequence (P97697 whole entry, looked up): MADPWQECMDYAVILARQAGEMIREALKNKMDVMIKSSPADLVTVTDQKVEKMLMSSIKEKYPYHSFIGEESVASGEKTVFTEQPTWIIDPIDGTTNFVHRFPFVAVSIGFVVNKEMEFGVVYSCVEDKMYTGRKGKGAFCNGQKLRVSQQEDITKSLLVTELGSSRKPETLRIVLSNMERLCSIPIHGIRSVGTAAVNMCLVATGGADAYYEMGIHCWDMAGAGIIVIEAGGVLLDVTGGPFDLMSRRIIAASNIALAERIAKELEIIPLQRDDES
#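 Elevated IP1 in lysates lowers TR-FRET signal (665/620 ratio and 620 channel reported). Cells were CHO-M1, given carbachol (50 uM as added) plus 50mM LiCl, pH 7.4, 30 min, 37C; compounds titrated up to 46 uM; AC50 by Hill equation.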
# * = called active by the depositor; ? = inconclusive; nt = no result given; [ ] = remark or other dose. Unless noted, calls follow the shape of the dose curve; as a rule, active = well fitted curve in the direction sought with a large enough effect; inconclusive = small, poorly fitted or top-dose-only effect, or another doubt; inactive = no such curve, though single readings can be large; an effect the other way counts as inactive or inconclusive. Unless noted, % is scaled to controls: 0 for no effect and ±100 for the full control effect.
ALOX12 inhib,ALOX15B inhib,PNC assembly inh,IMPase inh,mol
11%,-16%,62,3,CCCCCOc1ccc(NC(=O)C(=O)NCCC2=CCCCC2)cc1
0%,nt,?,nt,CN1CCN(c2nc(-c3cc4ccccc4o3)cs2)CC1
3%,nt,-4,-9,CCCCN(C)C(=O)c1cn(C)c2ccc(S(=O)(=O)N(C)C)cc2c1=O
-4%,-12%,64,1,CC(=O)Nc1cc(-c2ccccc2)nn1Cc1ccc(Cl)cc1
2%,5%,0,8,O=C(CNC1CCCCCC1)Nc1ccc(N2CCCC2)cc1
5%,-20%,18,14,COC(=O)c1ccc(NC2CC(=O)N(c3ccccc3C)C2=O)cc1 (stereo not given)
-4%,-2%,53,0,CCCCn1cnc2sc3c(c2c1=N)CCCC3
2%,5%,11,-6,COc1ccc(C(=O)CSc2nnc(Cn3nnc4ccccc43)n2C)cc1
1%,nt,?,-2,CCOc1ccc(CN(C)CC(=O)Nc2cc(OC)c([N+](=O)[O-])cc2C)cc1
1%,2%,?,-3,CCOC(=O)c1ccccc1NC(=O)Cn1cnc2c1c(=O)n(C)c(=O)n2C
-5%,-4%,-21,-7,O=C(Cn1cnc2c(nnn2Cc2ccc(F)cc2)c1=O)N1CCN(c2ccccc2)CC1
0%,1%,-8,2,COC(=O)c1cc2n(n1)CCN(Cc1ccc(C)cc1)C2=O
8%,1%,74,1,c1ccc(OCCCCN2CCOCC2)cc1
-9%,nt,?,nt,Cc1ccc(C(=O)NC(=S)N2CCN(c3ccccc3F)CC2)cc1
1%,8%,nt,nt,CCC/C=C(\CCC)C(NS(=O)(=O)c1ccc(-c2ccccc2)cc1)c1ccc(C(=O)OC)cc1 (stereo not given)
-10%[11.4 µM],-6%[11.4 µM],nt,nt,Cc1cc(Cl)ccc1Nc1sc(C(=O)c2cc3cc(Cl)ccc3o2)c(N)c1C#N
5%,5%,-29,-8,CC(=O)Nc1ccc(S(=O)(=O)N2CCC(c3nc4ccccc4[nH]3)CC2)cc1
4%,-6%,5,5,Cc1c(NC(=O)C(Sc2ccccc2)c2ccccc2)cccc1[N+](=O)[O-] (stereo not given)
-3%,nt,-2,nt,CCN(CC)S(=O)(=O)N1CCC(C(=O)NCc2ccc3c(c2)OCO3)CC1
-5%,-4%,23,5,CCC1Oc2ccccc2N(CC(=O)NCCC2=CCCCC2)C1=O (stereo not given)
-4%,2%,?,3,COC(=O)[C@H](Cc1ccccc1)NC(=O)NCC1CCCO1 (stereo not given in full)
-2%,nt,-14,1,O=C(COC(=O)c1ccccc1C(=O)c1ccc(Cl)cc1)NCCc1ccccc1
4%,-10%,?,9,CN1CCc2c(sc3c2C(=O)NC(c2ccccn2)N3)C1 (stereo not given)
-1%,-4%,nt,-5,NC(Cc1c[nH]c2ccccc12)C(=O)NCC(=O)O (stereo not given)
1%,-16%,?,-2,CCCCCCC(=O)N/N=C/Cc1ccccc1
6%,10%[2.29 µM],?,5,O=C(CN1CCOCC1)NC1CC2CCC1C2 (stereo not given)
-9%,nt,-27,nt,O=C(NN1C(=O)c2cc(Br)ccc2NC1c1cc(Br)cc(Br)c1O)c1ccncc1 (stereo not given)
-5%,-20%,?,1,CCCCOc1c(Br)cc(/C=C2\N=C(C)OC2=O)cc1OCC
-3%,nt,16,nt,Cc1ccccc1NC(=O)c1sc(NC(=O)COc2ccccc2)c(C#N)c1C
-2%[11.4 µM],1%[11.4 µM],nt,nt,O=C(O)CCc1ccc(-c2ccccc2)[nH]1
-3%,nt,13,5,CCOC(=O)/C=c1\s/c(=C\c2ccc(C(F)(F)F)cc2)c(=O)n1CC(=O)NCc1ccco1
-8%,3%,-3,5,COc1ccc(CNC(=O)Cn2nc(-c3ccc4c(c3)OCCO4)ccc2=O)cc1
2%,nt,10,nt,COC(=O)C1=C(SC)N(c2ccccc2)C(c2ccccc2)CC1=O (stereo not given)
3%,nt,33,nt,O=C1C(Cl)=C(Nc2ccc(F)cc2)C(=O)N1CCc1ccccc1
-4%,-3%,-87*,0,Cc1ccc(-c2cnn(-c3cccc([N+](=O)[O-])c3)c2N)cc1
0%,21%,18,-24,Cc1ccc(/C(O)=C2/C(=O)C(=O)OC2c2ccc(Cl)cc2)cc1 (stereo not given)
4%,16%,147,?,O=C(C1=C(O)C(=O)N(c2ncccn2)C1c1cccs1)c1ccco1 (stereo not given)
-2%,nt,39,20,COc1ccc(-n2c(COc3cccc4ccccc34)nnc2SCC#N)cc1
4%,0%,28,7,COC(F)(C(=O)Nc1ccc2c(c1)C(=O)NC2=O)C(F)(F)F (stereo not given)
5%,nt,-20,-1,CC(C)CCNC(=O)CN(C(=O)CCC(=O)Nc1ccccn1)c1ccc2c(c1)OCCO2
-6%,-10%,44,7,CC(=O)Nc1ccc(N2C(=O)CSC2c2c(F)cccc2Cl)cc1 (stereo not given)
4%,39%[activator],-25,-5,CCN(CC)CCn1c(NCc2ccccn2)nc2ccccc21
3%,nt,38,3,O=C(c1ccc(Cl)c([N+](=O)[O-])c1)N(Cc1cccc(Cl)c1)C1CCS(=O)(=O)C1 (stereo not given)
-6%,2%,?,1,CCC(=O)Nc1ccc(-c2nnc(SCC(=O)Nc3nccs3)n2C)cc1
-5%,-7%,nt,nt,COc1ncc2nc(C)c(=O)n(CCC#N)c2n1
-4%,40%[activator],39,-6,COc1cc(NC(=O)Nc2ccccc2)c(OC)cc1NC(=O)CN1CCCCC1
3%[11.4 µM],-11%[11.4 µM],nt,nt,Cc1nnc(S(=O)(=O)c2ccc(N=Nc3c(N)nc(N)nc3N)cc2)s1
4%,nt,?,nt,CC(=O)c1ccc(NC(=O)c2ccccc2Sc2ncnc3sc(C)c(C)c23)cc1
-1%,-6%,?,-3,COc1ccccc1Nc1nc(C)cc(=O)[nH]1
-3%,12%,-11,-5,Cc1ccc(N2C(N)=C(C#N)C(c3cccnc3)C3=C2CC(C)(C)CC3=O)cc1 (stereo not given)
-12%[11.4 µM],-8%[11.4 µM],nt,nt,O=[N+]([O-])c1ccc(C2=Nn3c(nnc3-c3ccc(Cl)cc3)SC2)o1
-7%,nt,?,nt,CN1C(=S)NC(C)(C)CC1(C)c1ccc(O)cc1O (stereo not given)
-3%,5%,-103*,-1,c1ccc2[nH]c(SCc3cscn3)nc2c1
0%,-4%,nt,nt,O=C(c1ccco1)N1CCC2(CC1)CCN(c1ccccc1)CC2
1%,6%,14,1,CCC1CCCCN1CCCNC(=O)CNC(=O)Cn1ccc2ccccc2c1=O (stereo not given)
0%,nt,42,nt,CS(=O)(=O)NN1C(=O)c2ccccc2NC1c1cc2ccccc2nc1Cl (stereo not given)
-3%,4%,?,-8,CCOc1cc(C2C(C(=O)N3CCOCC3)=C(C)NC3=C2C(=O)CCC3)ccc1O (stereo not given)
6%,-27%,?,4,Cc1c(N2C(=O)/C(=C\c3cccc4ccccc34)SC2=S)c(=O)n(-c2ccccc2)n1C
-1%,nt,23,nt,COc1ccc(C2=Nc3ccc(Br)cc3C(c3ccccc3)N2CC(=O)NN)cc1 (stereo not given)
1%,-16%,5,?,O=C(Nc1ccccc1)c1cc2c(=O)c3ccccc3oc2nc1C(F)(F)F

# Compounds above that have bromine, in the order listed:
ALOX12 inhib,ALOX15B inhib,PNC assembly inh,IMPase inh,mol
-9%,nt,-27,nt,O=C(NN1C(=O)c2cc(Br)ccc2NC1c1cc(Br)cc(Br)c1O)c1ccncc1 (stereo not given)
-5%,-20%,?,1,CCCCOc1c(Br)cc(/C=C2\N=C(C)OC2=O)cc1OCC
-1%,nt,23,nt,COc1ccc(C2=Nc3ccc(Br)cc3C(c3ccccc3)N2CC(=O)NN)cc1 (stereo not given)

# Other records
ALOX12 inhib,ALOX15B inhib,PNC assembly inh,IMPase inh,mol
-8%,8%,?,-2,CCN(CC)S(=O)(=O)c1cccc(-c2nnc(SC(C)C(N)=O)n2CCc2ccccc2)c1 (stereo not given)
6%,-2%,20,7,CCC(C)(C(=O)NC1CCCCC1)N(Cc1ccco1)C(=O)CC1NC(=O)NC1=O (stereo not given)
1%,18%,50,-2,CN=C(Nc1ccccc1)SC1CC(=O)N(c2ccc(C(=O)OC)cc2)C1=O (stereo not given)
2%,-9%,14,6,CCOC(=O)N1CCC(N(C(=O)Nc2ccc(CC)cc2)C(C)CC)CC1 (stereo not given)
1%[11.4 µM],-9%[11.4 µM],nt,nt,CCCCn1cnc2c(c(CC#N)nn2-c2ccccc2)c1=N
-3%,-3%[2.29 µM],7,1,CC(=O)c1ccc(Cc2cnc(N)s2)cc1
-7%,-2%,-26,-4,O=C(O)C1CC=CCC1C(=O)Nc1ccccc1Cl (stereo not given)
-5%,2%,?,2,COc1ccccc1NC(=O)C1CCCN1C(=O)NCc1ccccc1 (stereo not given)
-2%,-14%,41,4,CCCCSc1nnc(-c2ccc(C)cc2)o1
-2%,37%[activator],?,-2,Cc1cc(C)n(-c2nc(NCC(C)O)c3c4c(sc3n2)COC(C)(C)C4)n1 (stereo not given)
-3%,-2%,-5,7,O=C(CCc1nc2ccccc2s1)N1CCN(S(=O)(=O)c2cccs2)CC1
-5%,7%,?,-8,CCOC(NC(=O)c1ccccc1)C(NC(=O)c1ccccc1)OCC (stereo not given)
-4%,nt,-114*,nt,CCOC(=O)c1c(C)nc(SCC(N)=O)c(C#N)c1-c1ccccc1
1%,-10%,48,10,COc1ccc2c(CC(=O)NCc3ccc4c(c3)OCO4)coc2c1
-11%,nt,47,-4,Clc1ccc2c(c1)c1cc(Cl)ccc1n2CN1CCOCC1
-4%,-8%,-27,?,Cc1cc(C(=O)COc2nncc3ccccc23)c(C)n1C
0%,-8%,nt,nt,CC(O)C(=O)O (stereo not given)
-1%,nt,0,1,Cc1ccc(NC(=S)NNC(=O)c2nn(C)c(C)c2Cl)cc1
1%,31%[activator],67,-6,CCn1c(CNC(=O)c2cccc(C)c2)nc2ccccc21
-8%,7%,?,13,COc1cc(Cl)c(C)cc1NC(=O)CSc1nnc(-c2ccccn2)n1Cc1ccco1
-9%,14%,-5,19,N=c1c2c(-c3ccccc3)c(-c3ccccc3)n(Cc3ccco3)c2ncn1Cc1ccccc1
-1%,nt,-12,-2,COC(=O)c1cc(C(=O)OCC(=O)Nc2ccccc2OC(F)F)cc([N+](=O)[O-])c1
2%,2%,?,-9,Cn1ncc(N=Cc2ccccc2O)c1C(=O)Nc1ccccc1
-13%,4%,-3,3,O=C(Nc1nc(-c2cccs2)cs1)c1ccc(S(=O)(=O)N2CCCC2)cc1
-3%,-9%,-29,?,CC(Oc1ccc(Cl)cc1)C(=O)OCC(=O)Nc1ncc(Cl)cc1Cl (stereo not given)
-2%,-6%,?,1,CCCN1Cc2cccc(C(=O)Nc3cc(OC)cc(OC)c3)c2C1=O
7%,nt,5,0,CC(=O)C1=C(O)C(=O)N(Cc2cccnc2)C1c1ccc(Cl)cc1 (stereo not given)
-29%,5%,-24,6,Cc1ccc(-c2noc(CSc3nnnn3-c3ccccc3)n2)cc1
-6%,11%,?,1,CC1CCCCC1NC(=O)CCCc1nc2ccccc2c(=O)[nH]1 (stereo not given)
-11%,8%,?,9,O=C(c1cccs1)N1CCN(Cc2ccc3c(c2)OCO3)CC1
6%,nt,36,-2,NC(=O)C1(N2CCCCC2)CCN(C(=O)c2ccc(-n3cnnn3)cc2)CC1
-8%,nt,46,-3,CC(C)(C)CC(C)(C)NC(=O)CSCC(=O)Nc1ccc2ccccc2c1
-7%,nt,-21,?,O=C(NCc1cccs1)c1nc2c(nnn2Cc2ccc(F)cc2)c(=O)[nH]1
7%,15%,-24,-4,CCOC(=O)Nc1ccc2c(c1)N(C(=O)CCN1CCN(CCO)CC1)c1ccccc1CC2
4%,0%,?,0,CCCCNC(=O)CS(=O)Cc1nc(-c2cccc(Cl)c2)oc1C (stereo not given)

# From PubChem

# A portion of the library (hit frequency here may not be typical).
